Bioassay records from PubChem.
VIM-2 inhibitor: blocks Pseudomonas aeruginosa VIM-2 metallo-beta-lactamase; inhibition, % at 5.6 µM; purified VIM-2, nitrocefin hydrolysis, epi-absorbance fluorescence; hit rate 0.89% among 290,000; AID 1527;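 active = inhibition above the mean of all tested compounds plus 3 SD, cutoff set per screening run, cut at about 7.5% in these data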;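 note: red hydrolysis product quenches plate fluorescence so inhibitors raise well fluorescence; 0% = enzyme with DMSO and 100% = DMSO without enzyme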
NALP1 inh: NALP1 inhibition | S. cerevisiae NALP1/ASC/caspase-1 growth, X-gal OD620, 72 h | inhibition, % at 10 µM | hit rate 0.61% among 280,000 | AID 2071; in the data active = inhibition mostly above about 24%, no sharp cut-off; inactive = mostly below about 32%; note: some compounds called inactive have numbers as strong as hits
GPR7 antagonist: antagonists of human GPR7 (neuropeptides B/W receptor 1); P48145; GPR7-expressing cells, fluorescence antagonist assay; inhibition, % at 4.4 µM; hit rate 1.1% among 290,000; in the data active = inhibition above about 16%, passing the limit was not always enough;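 note: cells stimulated with the agonist NPW; 0% = agonist with vehicle and 100% = vehicle without agonist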
IDE inh: cellular human IDE inhibition. HEK cells, FAbetaB cleavage, fluorescence polarization. hit rate 0.41% among 320,000. P14735. inhibition, % at 5.59 µM;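 active = percent inhibition above the average of all tested compounds plus 3 SD, set per screening campaign, cut at about 16% in these data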;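 note: IDE supplied by intact live HEK cells; FP after avidin binding of uncleaved biotin substrate so inhibition keeps polarization high; 0% = DMSO wells and 100% = 60 µM reference IDE inhibitor Ii1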
pCIP destab: compounds decreasing mouse p/CIP protein stability | Q05BA5 | F442A p/CIP-EGFP cells, EGFP fluorescence, 16 h | decrease of EGFP signal, % at 10 µM | hit rate 0.01% among 290,000 | AID 1984;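 active = EGFP signal decrease of at least 30% at 10 µM or well 3 SD below plate mean, unless failing retest; inactive = the rest, including hits failing retest or dose response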; note: some compounds called inactive have numbers as strong as hits; many of its hits are not listed in these tables
Target sequence (Q05BA5 1-1403): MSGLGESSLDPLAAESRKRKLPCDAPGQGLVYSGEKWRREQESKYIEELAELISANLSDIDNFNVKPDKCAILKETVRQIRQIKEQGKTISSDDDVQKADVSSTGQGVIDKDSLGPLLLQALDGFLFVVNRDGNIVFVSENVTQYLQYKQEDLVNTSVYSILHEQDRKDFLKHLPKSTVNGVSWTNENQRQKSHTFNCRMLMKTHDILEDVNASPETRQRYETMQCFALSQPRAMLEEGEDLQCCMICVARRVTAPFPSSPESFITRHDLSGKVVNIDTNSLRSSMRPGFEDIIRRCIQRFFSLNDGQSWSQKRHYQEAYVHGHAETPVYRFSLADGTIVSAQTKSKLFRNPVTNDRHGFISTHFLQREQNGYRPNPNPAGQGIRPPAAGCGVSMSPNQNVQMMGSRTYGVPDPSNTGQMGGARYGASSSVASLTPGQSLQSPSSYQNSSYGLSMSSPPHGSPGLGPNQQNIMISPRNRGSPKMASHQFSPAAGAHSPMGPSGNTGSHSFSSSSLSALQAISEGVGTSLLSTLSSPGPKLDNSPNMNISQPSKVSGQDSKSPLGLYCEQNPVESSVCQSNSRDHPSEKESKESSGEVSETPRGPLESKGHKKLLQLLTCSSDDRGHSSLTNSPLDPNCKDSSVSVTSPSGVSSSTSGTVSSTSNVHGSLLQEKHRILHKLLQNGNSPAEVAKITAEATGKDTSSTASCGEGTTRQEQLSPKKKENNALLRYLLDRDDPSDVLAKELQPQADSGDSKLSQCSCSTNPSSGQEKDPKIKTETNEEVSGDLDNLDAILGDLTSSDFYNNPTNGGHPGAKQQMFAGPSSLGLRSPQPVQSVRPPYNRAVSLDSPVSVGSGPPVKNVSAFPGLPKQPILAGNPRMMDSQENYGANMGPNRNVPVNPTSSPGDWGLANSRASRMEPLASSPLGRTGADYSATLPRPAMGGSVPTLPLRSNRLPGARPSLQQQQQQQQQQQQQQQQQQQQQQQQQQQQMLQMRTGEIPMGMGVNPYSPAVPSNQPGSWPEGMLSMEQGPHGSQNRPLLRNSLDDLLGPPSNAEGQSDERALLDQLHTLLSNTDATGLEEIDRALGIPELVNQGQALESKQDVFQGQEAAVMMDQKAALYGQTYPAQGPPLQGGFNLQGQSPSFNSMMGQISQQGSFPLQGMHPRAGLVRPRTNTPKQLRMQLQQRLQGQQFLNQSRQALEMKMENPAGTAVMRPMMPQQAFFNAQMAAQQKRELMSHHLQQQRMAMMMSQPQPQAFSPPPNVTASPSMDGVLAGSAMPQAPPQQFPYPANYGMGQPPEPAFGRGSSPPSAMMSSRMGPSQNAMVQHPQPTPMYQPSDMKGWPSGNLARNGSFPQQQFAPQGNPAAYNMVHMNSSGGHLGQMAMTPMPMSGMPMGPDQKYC
IDE act: IDE (human) activation, cell-based | P14735 | HEK cells, FAbeta-B cleavage, fluorescence polarization; 0% vehicle, 100% cell-free pure enzyme wells | activation, % at 5.96 µM | hit rate 0.073% among 340,000 | AID 493087;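 active = activation above the mean of all tested compounds plus 3 SD, set per screening campaign, cut at about 17% in these data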
IMP-1 inh: inhibitors of Pseudomonas aeruginosa IMP-1 metallo-beta-lactamase; purified IMP-1, nitrocefin hydrolysis, epi-absorbance fluorescence; hit rate 0.45% among 290,000; inhibition, % at 5.6 µM;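 active = inhibition above the mean plus 3 SD of all compounds in the same screening run, cut at about 4.5% in these data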;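 note: 0% = IMP-1 with DMSO and 100% = DMSO wells lacking enzyme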
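Assay system: purified recombinant IMP-1 beta-lactamase. Input: IMP-1 0.2 nM before substrate addition. Buffer or medium: Zinc- and detergent-supplemented HEPES buffer, pH 7.1. Schedule: 25 °C, 15 min preincubation, 25 min reaction. Signal: Epi-absorbance fluorescence, 480 nm excitation, 530 nm emission. Evaluation: percent inhibition from optical density relative to buffer-blank wells.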
M18AAP inhibitor: blocks P. falciparum M18 aspartyl aminopeptidase. recombinant PfM18AAP, H-Glu-NHMec fluorogenic cleavage. inhibition, % at 7.35 µM. hit rate 1.2% among 290,000;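 active = inhibition above the campaign mean inhibition over all tested compounds plus 3 SD, cut at about 28% in these data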;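 note: 0% = plate median of test compound wells and 100% = 2 mM ZnCl2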
PHOSPHO1 inh: inhibitors of human PHOSPHO1 phosphatase | Q8TCT1 | AID 1565 | inhibition, % at 13.3 µM | recombinant PHOSPHO1, absorbance phosphatase assay | hit rate 1.1% among 290,000; in the data active = inhibition above about 60%
Starred values were filed as active, the others as inactive; . = no result given.

SMILES	VIM-2 inhibitor	NALP1 inh	GPR7 antagonist	IDE inh	pCIP destab	IDE act	IMP-1 inh	M18AAP inhibitor	PHOSPHO1 inh
COc1ccc(Cl)cc1C(=O)CSc1nnnn1C1CCCC1	-0.8	7	17	-2	1	2	-2.0	0	19
O=C(N/N=C/c1ccc([N+](=O)[O-])s1)c1ccncc1	-3.8	19	3	0	-20	3	-4.2	8	-11
O=S(=O)(Nc1ncnc2sc3c(c12)CCC3)c1ccc2ccccc2c1	-3.3	32	-4	-1	-9	2	-1.2	-3	16
COc1ccc(-c2cc(C(=O)N3CCCCC3)no2)cc1OC	-2.1	0	-9	-1	2	9	-1.6	-3	18
Cc1cnc(C(=O)OCc2ccc(Br)cc2F)cn1	-3.1	-2	-17	-2	0	1	-2.3	-1	51
Cc1cccc(C)c1NC(=O)COC(=O)c1cccnc1	-3.4	5	-6	2	9	-1	-1.7	-2	14
CC(C)(C)c1ccc(C(=O)Nc2nnc(C3=COCCO3)o2)cc1	0.6	-9	-3	-1	2	5	-2.0	9	10
CCN(CC)Cc1c(O)ccc2cc(-c3nc4ccccc4n3C)c(=O)oc12	2.5	27	1	3	2	-1	-0.9	16	24
CC1CCN(CCCCOc2ccc(Cl)cc2)CC1	-0.7	18	9	-3	4	2	0.2	-13	14
Cn1c(-c2ccccc2)n[nH]c1=S	0.9	-5	0	1	4	4	-2.7	-3	-8
CCC(CCC(=O)Nc1ccc(S(N)(=O)=O)cc1)C(=O)O (configuration not stated)	-2.2	.	-4	-3	-5	2	-2.6	-2	-13
Nc1n[nH]c(-c2ccc(F)cc2)n1	-3.9	1	-3	5	-9	1	-1.2	-2	39
COc1ccc(OC)c(S(=O)(=O)N2CCCC(C(=O)NCc3ccncc3)C2)c1 (configuration not stated)	-2.6	3	-8	4	-12	-6	-5.7	9	35
O=C(NCc1ccc2c(c1)OCO2)C1CCCCC1	-0.8	13	6	1	-2	2	-3.0	-2	27
Cc1ccc2c(c1)COc1c3ccc(C(=O)NCCO)cc3nn1-2	.	14	.	7	-1	-2	.	.	35
O=C(c1ccco1)N1CCN(C(=O)C2CC(c3ccc(F)cc3)=NO2)CC1 (configuration not stated)	-0.2	19	-3	2	-5	2	-1.8	-5	-6
O=C(Cn1c(NCCO)nc2ccccc21)N1CCN(Cc2ccccc2)CC1	-1.1	-12	-8	1	-9	5	-2.0	-9	28
Cc1cccc(C(=O)Nc2nnc(-c3ccco3)o2)c1	-2.2	27	-13	0	7	4	-1.7	1	-15
CCOc1ccc(N(CC(=O)NCc2ccc(OC)cc2)S(C)(=O)=O)cc1	-0.2	-18	-8	3	3	-3	-2.7	-2	39
Nc1n[nH]c(C(F)(F)F)c1-c1ccccc1	1.9	23	-17	-3	-11	-2	-0.7	-11	32

3 of the compounds above, as comma-separated lines:
compound,VIM-2 inhibitor,NALP1 inh,GPR7 antagonist,IDE inh,pCIP destab,IDE act,IMP-1 inh,M18AAP inhibitor,PHOSPHO1 inh
CC(C)(C)c1ccc(C(=O)Nc2nnc(C3=COCCO3)o2)cc1,0.6,-9,-3,-1,2,5,-2.0,9,10
CCN(CC)Cc1c(O)ccc2cc(-c3nc4ccccc4n3C)c(=O)oc12,2.5,27,1,3,2,-1,-0.9,16,24
CC1CCN(CCCCOc2ccc(Cl)cc2)CC1,-0.7,18,9,-3,4,2,0.2,-13,14

Additional structures follow:
SMILES	VIM-2 inhibitor	NALP1 inh	GPR7 antagonist	IDE inh	pCIP destab	IDE act	IMP-1 inh	M18AAP inhibitor	PHOSPHO1 inh
CCOC(=O)c1cnc2c(C)cc(Cl)cc2c1NCCCN1CCOCC1	4.9	8	-8	-6	-12	-3	-4.6	-13	.
CCNC(=O)NCc1c(C)c(C)n(Cc2ccccc2)c1-n1cccc1	-4.4	10	1	-5	-18	-1	-2.4	3	24
C[C@@H]1CC=C[C@H]2[C@H]1C(=O)N(Cc1ccccc1)[C@H]2c1ccc(C(F)(F)F)cc1	.	9	.	1	-3	6	.	.	31
Cc1nnc(N/N=C/c2ccc(Br)cc2)n1N	0.7	5	9	4	15	4	-1.3	48*	-2
O=C(Nc1nsc(-c2ccccc2)n1)c1cccs1	-2.7	.	4	3	-10	3	-3.2	9	22
COc1ccc(-c2noc(-c3cccnc3)n2)cc1OC	0.6	11	-13	-3	1	0	-3.8	-7	18
COc1cccc(CNC(=O)C2CCN(S(=O)(=O)c3ccc4c(c3)CC(C)N4C(C)=O)CC2)c1 (configuration not stated)	-4.8	8	-9	4	-4	3	-1.8	-1	-22
CCOc1ccc(S(=O)(=O)N2CCN(C(=O)c3sccc3C)CC2)cc1	-3.6	19	-5	-3	-3	5	-3.0	-18	17
COc1ccc(NC(=O)/C(C#N)=C/c2ccc(-c3ccccc3C(=O)O)o2)cc1	-0.8	1	-18	3	-3	3	-4.8	3	3
COc1ccccc1N1CCN(C(c2ccc(F)cc2)c2nnnn2C(C)C)CC1 (configuration not stated)	1.9	3	43*	.	-4	5	0.1	9	-2
CC(=O)Nc1ccc(S(=O)(=O)N(Cc2ccco2)Cc2cc3ccccc3[nH]c2=O)cc1	-1.6	-2	-8	10	2	-2	-2.4	-8	44
CCCCN1C(=O)C(CC(=O)NCC)SC1=Nc1ccccc1 (configuration not stated)	-6.5	-1	-11	5	-7	6	-1.7	9	2
CC1=NN(c2ccc(C)cc2C)C(=O)C1C(c1ccccc1)C1C(=O)N(c2ccc(C)cc2C)N=C1C (configuration not stated)	-3.3	-10	-7	-1	4	1	-1.8	7	19
C=C(C)n1c(=O)n(Cc2ccccc2C)c2ccccc21	0.9	25	-11	0	-12	2	-3.0	3	16
CN(C)C(=O)Cn1c(SCC(=O)NCc2ccc3c(c2)OCO3)nc2ccccc21	-1.1	-67	-4	2	-3	1	-2.9	0	-10
O=C(CN1CCN(c2ccccn2)CC1)NC1CCCC1	-1.2	8	19	9	-18	2	-2.0	-11	-12
CCOc1ccc(C(=O)Nc2c3c(nn2-c2ccccc2)CS(=O)(=O)C3)cc1	-3.1	-13	-8	-3	13	1	-2.5	5	38
COC(=O)c1ccc(C(=O)OC)c(NC(=S)N2CCN(c3ccccc3)CC2)c1	-2.5	19	4	-4	-1	1	-3.0	-4	-27
O=C1CC(N(C(=O)c2ccco2)c2cccc(Cl)c2)C(=O)N1c1cccc(Cl)c1 (configuration not stated)	-1.3	-6	-7	2	-2	-6	-2.8	2	6
CC(=O)Oc1ccc(NC(=O)Cc2ccccc2)cc1	-0.8	17	5	-4	8	-3	-1.7	-6	7

Whole records from above. Order of values: VIM-2 inhibitor | NALP1 inh | GPR7 antagonist | IDE inh | pCIP destab | IDE act | IMP-1 inh | M18AAP inhibitor | PHOSPHO1 inh
CC(=O)Oc1ccc(NC(=O)Cc2ccccc2)cc1 is entered as -0.8 | 17 | 5 | -4 | 8 | -3 | -1.7 | -6 | 7
Cc1cccc(C)c1NC(=O)COC(=O)c1cccnc1 is entered as -3.4 | 5 | -6 | 2 | 9 | -1 | -1.7 | -2 | 14
COc1ccccc1N1CCN(C(c2ccc(F)cc2)c2nnnn2C(C)C)CC1 (configuration not stated) is entered as 1.9 | 3 | 43* | . | -4 | 5 | 0.1 | 9 | -2
Cn1c(-c2ccccc2)n[nH]c1=S is entered as 0.9 | -5 | 0 | 1 | 4 | 4 | -2.7 | -3 | -8

Additional compounds follow.
SMILES	VIM-2 inhibitor	NALP1 inh	GPR7 antagonist	IDE inh	pCIP destab	IDE act	IMP-1 inh	M18AAP inhibitor	PHOSPHO1 inh
CCCNNC(=O)C(O)(c1cccc(C)c1)c1cccc(C)c1	-3.1	34	2	5	-2	7	-1.0	-10	-2
CC1(C)CC(NC(=S)NC2CC2)CC(C)(C)N1	-0.4	-4	-7	5	0	2	-1.1	-9	5
COc1ccc2c(CC(=O)Nc3ccc(OC)nc3)coc2c1	-5.8	11	-2	-2	-28	10	-2.9	5	25
O=C(c1cccc(F)c1)N1CCC2(CC1)NCCc1[nH]cnc12	-1.8	18	-11	1	0	5	-0.6	4	13
CCc1ccccc1OCc1nc2ccc(S(=O)(=O)N3CCOCC3)cc2[nH]1	-4.3	10	-5	7	8	0	-3.8	6	29
CSCCC(NS(=O)(=O)c1ccc(Cl)cc1)C(=O)O (configuration not stated)	-1.5	14	-6	6	14	-1	-4.7	-1	-14
Cc1ccc(NC(=O)CSCC(=O)O)cc1	-4.7	-1	-3	-5	-9	-2	-2.9	2	26
Cc1ccccc1-c1nc(CS(=O)(=O)CC(=O)NCc2ccc3c(c2)OCO3)c(C)o1	-1.0	18	-15	-4	-3	4	-2.2	0	-6
COc1ccccc1CNC(=O)N1CCN(S(=O)(=O)c2ccccc2)CC1	-0.6	10	-8	4	0	-3	-2.6	6	47
CCc1ccc(OCC(=O)N/N=C/c2cc([N+](=O)[O-])ccc2N2CCCCCC2)cc1	-3.5	19	6	-8	1	4	-4.3	1	8
CC(C)c1ccc([N+](=O)[O-])cc1S(=O)(=O)N1CCN(C)CC1	-0.9	12	-16	-6	-16	4	-2.5	-8	14
CCc1cccc(NC(=O)C2CCCN(S(=O)(=O)c3cnc[nH]3)C2)c1 (configuration not stated)	-1.9	16	-12	-2	-9	5	-2.7	-2	42
COc1ccccc1NC(=O)CCC(=O)Nc1nnc(C2CCCCC2)s1	-0.3	18	11	4	-10	0	-1.0	4	-4
Cc1ccc2[nH]c3c(c2c1)CCNC3=O	-0.3	-16	-12	11	7	-4	-1.7	5	8
Cc1cc2sc3ccccc3c(=O)c2c(C)c1O	1.8	-8	7	-3	5	-9	-0.2	4	0
O=C(CSc1nnc2scc(-c3ccccc3)n12)Nc1nsc(-c2ccccc2)n1	0.4	28	-2	5	-1	-8	3.0	-9	67*
COc1ccc(CC(=O)N/N=C(\C)CC(=O)Nc2ccc3c(c2)OCCO3)cc1OC	-0.6	5	-8	-2	-13	3	-1.6	0	35
COc1cc(NC(=O)CSc2nc(C3CC3)nc3ccccc23)cc(OC)c1	-6.2	-2	-5	2	5	3	-6.4	-2	35
COc1ccc(CNC(=O)C2CCN(S(=O)(=O)N3CCCC3)CC2)c(OC)c1	-2.3	0	-2	6	-10	6	-2.1	6	16
CCN(CC(O)CON=C1c2ccccc2-c2ccccc21)S(=O)(=O)c1ccc(Cl)cc1 (configuration not stated)	0.9	12	-15	3	1	1	0.7	2	-12
CN(Cc1ccco1)C(=O)Cn1cc(S(=O)(=O)N2CCCC2)c(S(=O)(=O)N2CCCC2)c1	-0.8	5	-12	-3	0	4	-0.3	-1	34
Cc1ncc(CO)c(/C=N/NC(=S)Nc2cccc(Cl)c2)c1O	-1.4	-62	3	0	2	3	-0.4	4	-47
O=C1CCC([N+](=O)[O-])C(c2cccc([N+](=O)[O-])c2)N1 (configuration not stated)	-1.6	2	0	11	-6	3	-1.8	-5	-1
